NCI-60 one-dose screen, 48 h, at 10 µM unless noted. Numbers give growth in % (100 = growth as untreated, 0 = no growth, -100 = all killed).
UACC-62 = UACC-62 melanoma; 81,000 tested, 5.4% active; AID 1794756
T-47D = T-47D breast cancer | 79,000 tested, 5% active | AID 1794792
BT-549 = BT-549 breast cancer. 78,000 tested, 4.4% active. AID 1794793
MCF7 = MCF7 breast cancer; AID 1794796; 82,000 tested, 6.3% active
LOX IMVI = LOX IMVI melanoma. 79,000 tested, 7.4% active
UACC-257 = UACC-257 melanoma; 78,000 tested, 4.4% active; AID 1794764
MALME-3M = MALME-3M melanoma. AID 1794766. 78,000 tested, 5.8% active
HS 578T = HS 578T breast cancer. 78,000 tested, 4.1% active. AID 1794788
An asterisk follows results filed as active; x = not tested or not shown; & = joins results of further samples; ! = repeats disagree. Rule for the calls: active = growth percent below 10; inactive = the rest.

smiles	T-47D	BT-549	LOX IMVI	UACC-257	MCF7	MALME-3M	HS 578T	UACC-62
N#Cc1c(N)nc2c(nnn2-c2cccc(Cl)c2)c1N	72	109	103	97	66	108	66	90
Cc1cc(=O)[nH]c2c(C#N)cnn12	100	107	101	97	93	99	93	91
O=C(O)/C=C\C(=O)Nc1ccc2c(c1)C(Br)c1ccccc1-2 (stereo unspecified)	92	108	93	110	81	89	104	96
O=C(O)/C(Cl)=C/Cl	92	115	101	108	99	116	73	106
O=C(O)c1cc(S(=O)(=O)O)cc([N+](=O)[O-])c1O	104	105	93	89	101	105	100	113
C=C1C(=O)O[C@H]2[C@H]1CC/C(COC(=O)NCc1cn(C)c3ccccc13)=C\CC[C@@]1(C)O[C@@H]21	-54*	-54*	-65*	-15*	3.6*	-34*	50	-41*
C[C@H]1[C@H](C)CC[C@]2(C(=O)O)CC[C@]3(C)C(=CC(=O)[C@@H]4[C@@]5(C)CCC(=O)C(C)(C)[C@@H]5CC[C@]43C)[C@H]12	x	102	97	87	88	119	92	85
CC1=C(C)C(=O)C(N2CCOCC2)=CC1=O	101	96	80	84	91	80	90	78
COc1cc2c(cc1OCCCOc1ccc(-c3cc4ccccc4c4ccccc34)cc1)N=C[C@@H]1CCCN1C2=O	-66*	-51*	-62*	x	-75*	-58*	-15*	-84*
CC1(C)C(=O)/C(=C\c2ccccn2)C[C@]2(C)[C@H]3CC[C@@H]4[C@@H](C(=O)/C=C/c5ccccn5)CC[C@@]4(C)[C@]3(C)CC[C@@H]12	3.2*	-14*	x	7.4*	12	-36*	15	-54*
Fc1ccccc1[C@@H]1Nc2c(ccc3cccnc23)[C@@H]2C=CC[C@@H]21	89	111	98	100	94	101	92	88
CCOC(=O)N(O)c1ccc(/C=C/c2ccccc2)cc1	5.6*!	70&78	59&60	-37*	8.4*!	117&97	112&94	-29*!
O=C(O)C(Oc1ccccc1)Oc1ccccc1	x	95	96	98	97	104	106	103
CCN(CC)CCCNc1nc(C)cc(Nc2ccc3nc(C)cc(N)c3c2)n1	92	85	96	x	93	107	109	117
O=C(CCN1CCCC1)c1cccs1	103	121	102	124	91	157	56	101
Nn1c(-c2ccccc2)nc2c(-c3ccc(Cl)cc3)nc3ccc(Cl)cc3c2c1=O	89	116	91	98	96	94	108	94

Some of these compounds in order of formula weight, largest number first:
smiles	T-47D	BT-549	LOX IMVI	UACC-257	MCF7	MALME-3M	HS 578T	UACC-62
COc1cc2c(cc1OCCCOc1ccc(-c3cc4ccccc4c4ccccc34)cc1)N=C[C@@H]1CCCN1C2=O	-66*	-51*	-62*	x	-75*	-58*	-15*	-84*
CC1(C)C(=O)/C(=C\c2ccccn2)C[C@]2(C)[C@H]3CC[C@@H]4[C@@H](C(=O)/C=C/c5ccccn5)CC[C@@]4(C)[C@]3(C)CC[C@@H]12	3.2*	-14*	x	7.4*	12	-36*	15	-54*
C[C@H]1[C@H](C)CC[C@]2(C(=O)O)CC[C@]3(C)C(=CC(=O)[C@@H]4[C@@]5(C)CCC(=O)C(C)(C)[C@@H]5CC[C@]43C)[C@H]12	x	102	97	87	88	119	92	85
C=C1C(=O)O[C@H]2[C@H]1CC/C(COC(=O)NCc1cn(C)c3ccccc13)=C\CC[C@@]1(C)O[C@@H]21	-54*	-54*	-65*	-15*	3.6*	-34*	50	-41*
Nn1c(-c2ccccc2)nc2c(-c3ccc(Cl)cc3)nc3ccc(Cl)cc3c2c1=O	89	116	91	98	96	94	108	94
CCN(CC)CCCNc1nc(C)cc(Nc2ccc3nc(C)cc(N)c3c2)n1	92	85	96	x	93	107	109	117
O=C(O)/C=C\C(=O)Nc1ccc2c(c1)C(Br)c1ccccc1-2 (stereo unspecified)	92	108	93	110	81	89	104	96
Fc1ccccc1[C@@H]1Nc2c(ccc3cccnc23)[C@@H]2C=CC[C@@H]21	89	111	98	100	94	101	92	88
N#Cc1c(N)nc2c(nnn2-c2cccc(Cl)c2)c1N	72	109	103	97	66	108	66	90
O=C(O)c1cc(S(=O)(=O)O)cc([N+](=O)[O-])c1O	104	105	93	89	101	105	100	113
CC1=C(C)C(=O)C(N2CCOCC2)=CC1=O	101	96	80	84	91	80	90	78
O=C(CCN1CCCC1)c1cccs1	103	121	102	124	91	157	56	101
Cc1cc(=O)[nH]c2c(C#N)cnn12	100	107	101	97	93	99	93	91
O=C(O)/C(Cl)=C/Cl	92	115	101	108	99	116	73	106

(continued)
smiles	T-47D	BT-549	LOX IMVI	UACC-257	MCF7	MALME-3M	HS 578T	UACC-62
O=C(Cc1cccc(OC(F)(F)F)c1)Nc1ccc(CCCCc2nnc(NC(=O)Cc3ccccn3)s2)nn1	30	49	83	93	80	83	79	63
CCC(=O)OC1CCCCC1OC(=O)CC (stereo unspecified)	102	108	105	98	x	113	109	103
COc1ccccc1/C=N/N=C(N)N	94	97	108	105	99	105	98	105
C#Cc1ccc(-n2c(/C=C/c3ccc(O)cc3)nc3ncccc3c2=O)cc1	67	75	56	36	11	39	64	29
COc1ccc(-n2nnc(C(=O)O)c2-c2cc(OC)c(OC)c(OC)c2)cc1	104	101	95	102	102	112	102	109
CCC/C(=N\NC(N)=O)C(OC)OC	114	110	84	103	91	100	125	100
c1ccc(CNc2nnc(NCc3ccccc3)c3c2ncn3Cc2ccccc2)cc1	77	122	81	92	79	70	85	90
CC(C)(C)[Si](C)(C)OCC1OC(n2cnc3c(N)ncnc32)C(O)C1O (stereo unspecified)	99	108	100	95	110	x	101	91
COc1cc(NC(=O)C(O)CN(C)Cc2ccc(C(F)(F)F)cc2)ccc1C#N (stereo unspecified)	80	116	106	96	98	92	91	81
Cc1ccc(S(=O)(=O)Nn2c3c(cc(-c4nc5ccccc5s4)c2=O)CCCCCC3)cc1	96	109	96	97	91	88	92	84
COc1ccccc1NS(=O)(=O)c1ccc(C)cc1	96	115	98	91	96	113	93	96
CCc1c(C(=O)N(CC)Cc2ccccc2)[nH]c(C)c1C(C)=O	94	120	103	x	96	105	102	100
CC1(C)NC2=C(C(Nc3cccnc3)N1)C(c1ccc(F)cc1)C(C(=O)c1ccc(N=[N+]=[N-])cc1)O2 (stereo unspecified)	99	105	x	99	97	98	100	93
CC1=NN(c2cc(Cl)c(S(=O)(=O)O)cc2Cl)C(=O)C1N=Nc1ccc(S(=O)(=O)O)cc1 (stereo unspecified)	102	x	96	118	104	118	x	111
CCOC(=O)CSC(=S)SCC(=O)OCC	90	106	99	83	89	98	106	101
CC1(C)CSC(C)(C)C(=O)N1	86	106	97	102	99	100	100	97
OC(COc1ccc(Cl)cc1)CN1CCN(c2cccc(Cl)c2)CC1 (stereo unspecified)	103	92	94	88	98	125	100	95
Cc1ccc2c(N)c(C(=O)Nc3ccc(-c4ccccc4)cc3)sc2n1	30	53	x	61	43	65	x	72
O=c1cc(SCc2ccccc2Cl)[nH]c(=O)[nH]1	108	107	99	109	89	106	107	100
COc1ccc(CNC(=O)c2c(C)n([O-])c3cc(Cl)c(Cl)cc3[n+]2=O)cc1	89	99	95	98	97	118	108	99
COC(=O)c1ccc(-n2cc(CCCOS(=O)(=O)c3ccc(F)cc3)nn2)cc1	98	101	98	97	92	99	94	92
Cc1ccc(N(CSc2ccc(Cl)cc2)CSc2ccc(Cl)cc2)cc1	x	19	-10*	89	66	69	45	60
COc1ccc(N2CCN(C3=C(Cl)C(=O)c4ncccc4C3=O)CC2)cc1	-53*	111	21	25	-28*	24	70	69
COc1ccc(-c2cc(C#N)c(N)o2)cc1	94	88	93	105	85	92	85	91
Brc1ccc(C2CC(n3nnnc3-c3ccccc3)=NN2)cc1 (stereo unspecified)	96	99	93	109	103	95	107	100
NC(=O)CSCc1ccccc1	88	103	98	x	95	103	102	92
COc1cc(Nc2ccnc(NCCCNc3ccnc4cc(Cl)ccc34)n2)cc(OC)c1	-63*	20	-83*	x	3.4*	-88*	-53*	-83*

3 compounds from above, reduced to MALME-3M and HS 578T.
| SMILES | MALME-3M | HS 578T |
| --- | --- | --- |
| COc1ccc(-c2cc(C#N)c(N)o2)cc1 | 92 | 85 |
| Brc1ccc(C2CC(n3nnnc3-c3ccccc3)=NN2)cc1 (stereo unspecified) | 95 | 107 |
| NC(=O)CSCc1ccccc1 | 103 | 102 |
